Pol iota inh – DNA polymerase iota (human) inhibition. Q9UNA4. Pol iota fluorescent replication assay, 10 min. Potency, µM (titrated, usually from 115 µM), for the others: top-dose activity, negative = inhibition, hits mostly inhibitors. actives 1% (n = 390,000). AID 588590
Target sequence (Q9UNA4 whole entry, looked up): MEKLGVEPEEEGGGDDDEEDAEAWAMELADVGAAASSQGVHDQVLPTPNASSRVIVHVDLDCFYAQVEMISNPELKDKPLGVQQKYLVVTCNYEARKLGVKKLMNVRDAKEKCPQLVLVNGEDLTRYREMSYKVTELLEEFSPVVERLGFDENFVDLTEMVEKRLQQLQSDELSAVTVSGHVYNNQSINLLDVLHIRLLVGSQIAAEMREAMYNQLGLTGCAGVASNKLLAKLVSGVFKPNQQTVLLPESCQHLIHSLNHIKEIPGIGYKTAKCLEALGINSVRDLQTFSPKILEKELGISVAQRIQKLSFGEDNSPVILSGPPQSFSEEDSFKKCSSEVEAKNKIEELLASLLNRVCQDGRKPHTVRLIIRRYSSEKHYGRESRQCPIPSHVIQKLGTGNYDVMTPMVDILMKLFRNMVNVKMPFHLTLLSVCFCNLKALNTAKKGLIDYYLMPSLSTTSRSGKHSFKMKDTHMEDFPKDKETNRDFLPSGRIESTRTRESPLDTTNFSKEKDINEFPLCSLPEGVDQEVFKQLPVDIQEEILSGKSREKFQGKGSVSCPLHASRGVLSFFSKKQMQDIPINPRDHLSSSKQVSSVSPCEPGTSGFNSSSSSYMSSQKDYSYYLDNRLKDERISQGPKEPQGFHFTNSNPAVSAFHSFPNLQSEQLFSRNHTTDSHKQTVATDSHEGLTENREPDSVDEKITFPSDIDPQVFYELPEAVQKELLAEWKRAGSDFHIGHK
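Pol iota at 10 nM preincubated 15 min with compounds at room temperature; reaction started with fluorescent substrate, 50 nM final. Fluorescence read kinetically at 0 and 10 min; buffer-only wells as negative control.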
PGK inhibitor – T. brucei PGK inhibition; PGK/GAPDH coupled, Kinase-Glo luminescence, 60 min; Potency, µM (highest dose often 57.5 µM), for inactives: at the highest dose activity change, negative = inhibition, actives largely listed as inhibitors; actives 0.043% (n = 380,000); AID 602233; further: on the % scale 0 is the no-effect control and ±100 the full control effect; nearly all actives have a fitted effect of over 60% in size
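Luminescent ATP detection (Kinase-Glo Plus) follows a 60-minute room-temperature incubation, with wells lacking PGK as controls. Buffer: 100 mM TEA (pH 7.6), 5 mM MgCl2, 0.01% Tween-20. Coupling enzyme GAPDH (100 nM final) supplies unstable 1,3-BPG in-well.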
HP1b chromo inh – blocks HP1-beta chromodomain binding to methylated histone tails; P83916; AlphaScreen HP1-beta / biotin-H3K9me3 peptide binding; Potency, µM (titrated, usually from 114 µM), for the others: at the top dose activity change, negative = inhibition, hits mostly inhibitors; actives 0.56% (n = 390,000); further: nearly all actives have a fitted effect of over 70% in size; inactives centre near 23
Target sequence (P83916 whole entry, looked up): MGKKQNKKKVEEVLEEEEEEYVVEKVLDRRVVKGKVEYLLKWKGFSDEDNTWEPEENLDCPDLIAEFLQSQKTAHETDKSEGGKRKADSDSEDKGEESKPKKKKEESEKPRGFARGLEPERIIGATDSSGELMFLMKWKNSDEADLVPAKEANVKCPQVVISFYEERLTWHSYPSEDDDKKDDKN
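Compound inhibition of the preformed complex between 50 nM HP1-beta and 50 nM biotinylated H3K9me3 peptide was read by AlphaScreen. Buffer was PBS pH 7.4 with 0.01% Tween-20. Incubations ran 30 min at room temperature, with 10 ug/mL donor/acceptor beads.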
JMJD2A Tudor – inhibitors of human JMJD2A Tudor domain; AlphaScreen JMJD2A-Tudor / H3K4me3 peptide binding; AID 504339; Potency, µM (doses to about 114 µM), for the others: at the highest dose activity change, negative = inhibition, actives largely listed as inhibitors; actives 4.4% (n = 390,000); further: on the % scale 0 is the no-effect control and ±100 the full control effect; nearly all actives have a fitted effect of over 50% in size
G9a block – inhibitors of human histone lysine methyltransferase G9a. Q96KQ7. G9a H3K9 monomethylation, AlphaScreen, 2 h. Potency, µM (highest dose often 102 µM), without a hit: top-dose activity, negative = inhibition, actives largely listed as inhibitors. actives 8.8% (n = 350,000); further: on the % scale 0 is the no-effect control and ±100 the full control effect; nearly all actives have a fitted effect of over 75% in size
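Signal arises when biotinylated H3K9 peptide, once monomethylated, bridges streptavidin donor and antibody-captured acceptor beads. Enzyme at 20 nM was preincubated 15 min with test compounds; peptide 500 nM and SAM 20 uM then reacted for 2 h.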
GLS inhibitor – blocks human kidney-isoform glutaminase activity | O94925 | GLS enzymatic activity, qHTS titration | Potency, µM (top dose mostly 45.5 µM), for inactives: at the highest dose activity change, negative = inhibition, actives largely listed as inhibitors | actives 0.21% (n = 410,000) | AID 624170; further: on the % scale 0 is the no-effect control and ±100 the full control effect
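hKGA in 45 mM KH2PO4 (pH 8.2), 0.02% Tween-20 with compound, then 1mM L-Glutamine (stock as added) plus glutamate oxidase/HRP/Amplex red coupling mix. Fluorescence read initially and after 30 min at RT; signal change reflects glutamate formation.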
BAZ2B block – blocks human BAZ2B. AlphaScreen BAZ2B-H3K14Ac peptide displacement. Potency, µM (series often up to 114 µM), without a hit: at the top dose activity change, negative = inhibition, usual class: inhibitors. AID 504333. actives 4.4% (n = 360,000); further: on the % scale 0 is the no-effect control and ±100 the full control effect; nearly all actives have a fitted effect of over 60% in size
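AlphaScreen displacement: compounds (up to 110uM) incubated 30 min at room temperature with a preformed 50 nM BAZ2B/50 nM biotinylated H3K14Ac peptide complex in PBS pH 7.4 with Tween-20. Donor and acceptor beads at 10 ug/mL final added, 20 min light-protected before reading.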
BLM helicase inh – inhibitors of human Bloom syndrome helicase BLM; P54132; Potency, µM (series often up to 56.1 µM), inactives show top-dose activity change, negative = inhibition, usual class: inhibitors; actives 0.2% (n = 350,000); recombinant BLM DNA unwinding, fluorescence dequenching;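 further: plate controls were vehicle for no effect and no enzyme for full effect; nearly all actives have a fitted effect of over 35% in size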
Pin1 inh – inhibitors of human Pin1; Pin1 FP peptide displacement, HiFluor488, 10 min; Potency, µM (titrated, usually from 115 µM), inactives show at the top dose activity, negative = inhibition, usual class: inhibitors; actives 0.009% (n = 390,000); Q13526; AID 504891; active means well fitted inhibition curve with a large enough effect in the polarisation, with a control signal flat, not every such curve was filed as active; inconclusive means small, poorly fitted or top-dose-only effect, or effect the other way, or a change in a side signal; inactive means no such curve, though single readings can be large or run the other way; the % refers to the polarisation; further: on the % scale 0 is the no-effect control and ±100 the full control effect
Target sequence (Q13526 whole entry, looked up): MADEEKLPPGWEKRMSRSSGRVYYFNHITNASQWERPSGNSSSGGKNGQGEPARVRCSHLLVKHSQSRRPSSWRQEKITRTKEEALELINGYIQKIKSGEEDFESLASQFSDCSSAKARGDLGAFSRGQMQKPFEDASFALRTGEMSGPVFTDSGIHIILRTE
Active calls of the source: *; i = inactive; ? = inconclusive; · = no result given; & = joins results of further samples; [ ] = dose if it differs, or a comment. Unless noted, the call rests on the fitted dose curve; in most records, active means well fitted curve in the direction sought with a large enough effect; inconclusive means small, poorly fitted or top-dose-only effect, or another doubt; inactive means no such curve, though single readings can be large; an effect the other way counts as inactive or inconclusive. Potency means the concentration at half of the fitted maximal effect. Some of the compounds tested; rates above refer to the full screens.

SMILES	Pol iota inh	PGK inhibitor	HP1b chromo inh	JMJD2A Tudor	G9a block	GLS inhibitor	BAZ2B block	BLM helicase inh	Pin1 inh
CCOc1ccc2c(c1)c(=O)c(S(=O)(=O)c1ccc(CC)cc1)cn2CC	34%[activator]	-4%	22%	-23%	-32%[59 µM]	-4%	-9%	-2%	?
Cc1cc(NC(=O)c2ccc(S(=O)(=O)N(C)CC3CCCO3)cc2)no1 (stereo not given)	63%[activator]	-7%	17%	-17%	0%	0%	-1%	-8%	-5%
Cc1ccc2[nH]c(=O)c3cc(C(=O)N4CCN(C(=O)c5ccco5)CC4)sc3c2c1	-6%	-4%	44%[activator]	-10%	?	3%	-8%	-9%	-6%
CC(C)CC1(C)NC(=O)N(CC(=O)Nc2ccc3c(c2)CCC3)C1=O (stereo not given)	-4%	-4%	20%	-2%	1%	21%	-12%	-2%	13%
COc1ccc(OCCC(=O)NC2CCCCC2)cc1	8%	-4%	18%	4%	10%	-4%	-7%	0%	-5%
Cc1nnc2ccc(N3CCN(c4cccc(C(F)(F)F)c4)CC3)nn12	-20%	-7%	17%	-27%	-43%	-1%	-6%	-6%	?
CCOc1ccccc1NC(=S)Nc1ccc(S(N)(=O)=O)cc1	-6%	7%	15%	0%	6%	19%	-13%	-5%	3%
Cc1ccccc1N(C(=O)c1csnn1)C(C(=O)NC1CCCC1)c1ccncc1 (stereo not given)	169%[activator]	-4%	3%	-9%	10%	17%	-11%	-4%	2%
Cc1ccccc1-c1noc(-c2cccnc2NCc2ccco2)n1	35%[activator]	3%	60%[activator]	7%	?	0%	0%	-2%	-1%
O=C(CN1C(=O)COc2ccc(S(=O)(=O)N3CCCC3)cc21)NC1CC1	6%	i	11%	3%[11.4 µM]	·	2%	4%	1%	-2%
CCN(CC)C(=O)Cc1c(O)c2ccccc2[nH]c1=O	6%	-1%	62%[activator]	1%[11.4 µM]	?	3%	-13%	-1%	?
CC1CC(=O)N(CC(=O)Nc2ccc(F)cc2)c2ccccc2S1(=O)=O (stereo not given)	27%	1%	35%	-9%	26%	1%	0%	1%	-3%
COc1ccc(-c2cc(C)no2)cc1S(=O)(=O)Nc1ccccc1	-17%	-6%	41%[activator]	-23%	9%	-9%	-19%	-6%	-5%
COC(CNC(=O)CC1C(=O)N(Cc2ccccc2)C(C)c2nc3ccccc3n21)OC (stereo not given)	6%	-6%	40%[activator]	-14%	24%	4%	11%	-2%	-1%
COc1ccc(OCCCC(=O)NNC(=O)CCN2CCN(c3ccccc3)CC2)cc1	32%[activator]	0%	33%	-10%	·	16%	?	0%	-5%
CCC(=O)N1CCc2cc(S(=O)(=O)N3CCCCCC3)ccc21	-14%	-4%	25%	-10%	-8%[0.501 µM]	0%	-8%	-3%	1%
CCOc1ccc(NC(=O)Cn2nc(Cc3ccncc3)c3ccccc3c2=O)cc1	-2%	9%	26%	-13%	-30%[59 µM]	-11%	?	-4%	-15%
C#CCOCCOCCOCCNc1nc(N2CCN(C(=O)[C@H](CCCCN)n3cc([C@@H](N)[C@H](C)CC)nn3)CC2)nc(N2CCN(C(=O)[C@H](CCC(=O)O)n3cc([C@@H](N)CCSC)nn3)CC2)n1	0%	-8%	16%	79µM*	·	1%	·	·	0%
COc1ccc(N2CCN(C(=O)c3cccc(S(=O)(=O)N4CCCc5ccccc54)c3)CC2)cc1	5%	i	3%	?	8%[12.7 µM]	12%	?	·	10%
CC1CC(C)CN(C(=O)CCNS(=O)(=O)c2cccs2)C1 (stereo not given)	23%	0%	18%	-7%	11%	0%	-5%	1%	9%
O=C(CNC(=S)NC(=O)c1ccccc1)c1ccccc1	3%	3%	11%	-6%[57.1 µM]	?	12%	-8%	-7%	5%
CCC1=C(c2ccc(C)cc2)S(=O)(=O)N=C1N1CCC(C(=O)Nc2ccccc2C(=O)OC)CC1	14%	·	?	-28%	9%[59 µM]	-1%	-14%	-3%	6%
CCCCNC(=O)C1CCCN1C(=O)NC1CCCCC1 (stereo not given)	33%	-6%	21%	-2%	-10%[59 µM]	-4%	-2%	3%	-13%
COCCCN1C(=O)C(=O)/C(=C(/O)c2ccc(OC)cc2)C12C(=O)N(C)c1ccccc12 (stereo not given)	1%	-10%	13%	-29%	-41%	-2%	-29%	0%	-1%
CCOC(=O)c1sc2nc(N3CCOCC3)c3c(c2c1N)CCCC3	17%	2%	56%[activator]	11%	2%	?	3%	-1%	1%

Structures from the list above containing an NH in an aromatic ring:
SMILES	Pol iota inh	PGK inhibitor	HP1b chromo inh	JMJD2A Tudor	G9a block	GLS inhibitor	BAZ2B block	BLM helicase inh	Pin1 inh
Cc1ccc2[nH]c(=O)c3cc(C(=O)N4CCN(C(=O)c5ccco5)CC4)sc3c2c1	-6%	-4%	44%[activator]	-10%	?	3%	-8%	-9%	-6%
CCN(CC)C(=O)Cc1c(O)c2ccccc2[nH]c1=O	6%	-1%	62%[activator]	1%[11.4 µM]	?	3%	-13%	-1%	?

The list continues.
SMILES	Pol iota inh	PGK inhibitor	HP1b chromo inh	JMJD2A Tudor	G9a block	GLS inhibitor	BAZ2B block	BLM helicase inh	Pin1 inh
Cc1[nH]c2ccccc2c1CCN(Cc1cccnc1)C(=S)Nc1ccc(F)cc1	-28%	-9%	-8%	?	?	1%	·	-4%	3%
CCn1c(SCc2ccc(C(=O)OC)o2)nnc1-c1c[nH]c2ccccc12	-1%	2%	25%	-22%	?	-4%	2%	-5%	-2%
CC(=O)c1ccc(OC2OCCOC2Oc2ccc(C(C)=O)cc2)cc1 (stereo not given)	-17%	-5%	32%	0%	9%[59 µM]	0%	0%	0%	42%[activator]
O=C(NN1C(=O)c2ccc(-c3ccc4c(c3)C(=O)N(NC(=O)c3cccnc3)C4=O)cc2C1=O)c1cccnc1	50µM*	-5%	5%	-22%	?	4%	?	1%	?
O=C(c1ccco1)N1CCN(C(=O)c2cc3c(=O)oc4ccccc4c3s2)CC1	0%	-2%	20%	-12%	31%[2.33 µM]	4%	11%	2%	-5%
C=CCC[C@@H](Cc1ccc(F)cc1)C(=O)OC[C@@H](Cc1ccccc1)NC(=O)[C@@H](CC=C)CC(=O)N[C@@H](CO)Cc1ccccc1	14%	-10%	14%	-21%	·	0%	·	·	-1%
O=C(Cn1nnnc1-c1ccccc1F)Nc1ccc(OC(F)(F)F)cc1	-9%	7%	16%	-15%	-2%[59 µM]	4%	0%	-2%	-1%
COC(=O)c1sccc1NC(=O)CSc1ccccc1NC(=O)CNC(C)C	114%[activator]	-13%	15%	-26%	-34%	0%	-29%	4%	-1%
Nc1ccc(S(=O)(=O)Nc2cnc3c(Cl)cccc3n2)cc1	23%	-12%	18%	-12%	·	14%	·	·	1%
O=C(c1ccc(F)cc1)N1CCC(c2nc3ccccc3o2)CC1	44%[activator]	10%	40%[activator]	0%	1%[59 µM]	-21%	-3%	-2%	17%
COc1ccc(Cn2cc(C(=O)c3ccccc3)c(=O)c3cc(OC)ccc32)cc1	-13%	-8%	44%[activator]	-10%	-12%	1%	-11%	1%	-7%
CC(C)(C)NC(=O)C[C@H]1C[C@H](C(=O)N2CCCCC2)[C@@]2(CCc3ccccc3)c3[nH]c4ccc(Cl)cc4c3CCN2C1=O	53%[activator]	-8%	26%	-27%	·	3%	·	·	2%
O=C1C(O)CC2c3ccccc3CC3(CCCC3)N12 (stereo not given)	42%[activator]	-1%	19%	-8%	?	?	-17%	-10%	-14%
C=CCN1C(=O)/C(=C\c2ccc(C)cc2)N=C1SCC(=O)NCCC	3%	-2%	9%	-8%	18%[59 µM]	4%	-7%	-1%	6%
Cc1cc(Nc2ccc([N+](=O)[O-])cc2)c2ccccc2n1	-2%	0%	38%	-31%	·	-12%	-4%	-9%	-1%
COc1ccccc1CCNC(=O)c1c(C)nn(CC(C)C)c1Cl	2%	8%	40%[activator]	-2%	46%	5%	2%	-3%	-3%
O=C(Cn1c(=O)n(Cc2ccco2)c(=O)c2c3c(sc21)CCCC3)Nc1ccccc1	?	-3%	?	-11%[11.4 µM]	-16%[59 µM]	-16%	-1%	-14%	36%[activator]
Cc1ccc2c(c1)nnn2C1CCN(CC(=O)N2c3ccccc3CC2C)CC1 (stereo not given)	11%	-10%	11%	-28%	14%[0.0925 µM]	0%	-34%	-2%	-3%
CCOc1ncccc1C(=O)Nc1ccc2nc(C)sc2c1	-2%	-8%	19%	1%	-2%	-13%	-1%	0%	0%
CCOC(=O)C(C(C)=O)c1nc(C)nc2c1nnn2Cc1ccccc1Cl (stereo not given)	19%	-3%	32%[activator]	-9%	-13%[59 µM]	1%	34%[activator]	-6%	2%
CCn1cc(C(=O)NCc2ccc(C)cc2)c(=O)c2cc(S(=O)(=O)N(C)C)ccc21	-1%	i	26%	-7%	-9%[2.33 µM]	-7%	6%	0%	-10%
CCC(=O)Nc1cc(NC(=O)CSc2ncc(-c3ccc(F)cc3)n2Cc2ccco2)ccc1C	12%	2%	-12%	?	?	7%	·	-4%	-3%
CCc1nnc(NC(=O)C2CCCN(c3nc4ccccc4s3)C2)s1 (stereo not given)	14%	2%	35%	-3%	1%[59 µM]	-2%	·	-4%	7%
O=C(Nc1cc(C(F)(F)F)ccc1N1CCCCC1)c1ccc(Br)o1	7%	10%	5%	8%	0%	2%	?	-4%	-3%
COCCCn1c(=O)c2ccccc2n(Cc2ccc(C)cc2)c1=O	9%	-10%	49%[activator]	4%	28%	-16%	9%	0%	-10%
O=C(NCCc1ccccc1)c1cnc2sc(N3CCCCCC3)nn2c1=O	1%	i	7%	-11%	17%[59 µM]	-8%	-6%	2%	-8%
Cc1ccc(-n2[nH]c(=O)c3cccnc32)cc1	10%	-2%	15%	-11%	?	13%	-6%	0%	-9%
c1cc[n+](CCCC[n+]2ccccc2)cc1	-6%	4%	25%	-8%	·	2%	8%	-2%	3%
Cc1ccccc1CN1[C@@H](CC2CCCCC2)COCCS1(=O)=O	30%&16%[activator]	6%	33%	?	5%	20%	1%	-13%	?

From PubChem BioAssay
